Screening results: PubChem BioAssay, several laboratories
NPY2 pot ag – potentiates or activates human NPY-Y2 receptor; P49146; cells expressing NPY-Y2, potentiator/agonist read-out; 220,000 tested, 0.45% active; activation, % at 3.6 µM; AID 1359; in the data active = activation above about 27%;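 note: cells stimulated with NPY near EC25 plus isoproterenol at EC100; 0% = vehicle plus submaximal agonist and 100% = vehicle plus saturating agonist; some results beyond the cut were filed as inactive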
Target sequence (P49146 whole entry, looked up): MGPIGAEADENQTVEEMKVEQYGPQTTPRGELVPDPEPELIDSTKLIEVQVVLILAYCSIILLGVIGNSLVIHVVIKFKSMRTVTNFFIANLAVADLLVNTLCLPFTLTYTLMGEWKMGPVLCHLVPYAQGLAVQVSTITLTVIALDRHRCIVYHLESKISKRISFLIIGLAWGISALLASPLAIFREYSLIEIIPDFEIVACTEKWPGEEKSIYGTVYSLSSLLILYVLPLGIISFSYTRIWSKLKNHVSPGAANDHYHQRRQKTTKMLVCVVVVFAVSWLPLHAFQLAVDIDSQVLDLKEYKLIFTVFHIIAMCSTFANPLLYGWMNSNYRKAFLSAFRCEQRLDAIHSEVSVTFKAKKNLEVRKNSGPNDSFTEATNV
NPY-Y1 PAM-ag – potentiates or activates human NPY-Y1 receptor | P25929 | NPY-Y1 expressing cells, potentiator/agonist activation | activation, % at 3.6 µM | 220,000 tested, 0.37% active; in the data active = activation above about 33%, passing the limit was not always enough;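 note: cells stimulated with NPY at EC10 then isoproterenol at EC100; 0% = low agonist plus stimulus and 100% = saturating agonist plus stimulus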
BaF3 parental – reduces parental Ba/F3 cell viability, JAK2V617F counter-screen | AID 1486 | inhibition, % at 5.6 µM | 220,000 tested, 1.1% active | CellTiter-Glo ATP luminescence;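 active = inhibition above a per-campaign cutoff, the mean inhibition of all tested compounds plus 3 SD, cut at about 27% in these data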;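 note: 0% = DMSO wells and 100% = JAK Inhibitor I control wells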
NPY-Y1 antag – antagonists of human neuropeptide Y receptor Y1; P25929; HEK293-CNG Y1 cells, membrane potential fluorescence; NPY at EC95, then isoproterenol; inhibition, % at 3.6 µM; 200,000 tested, 1% active;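 active = inhibition above the campaign mean inhibition of all tested compounds plus 3 SD, cut at about 20% in these data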;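 note: 0% = DMSO wells given NPY plus isoproterenol and 100% = isoproterenol alone without NPY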
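System: HEK293 cells with Y1 receptor plus CNG channel / Probe or stimulus: NPY 25 nM then isoproterenol 1 µM plus Ro 20-1724 25 µM / Compound: one concentration, 3.6 µM, in 0.4% DMSO / Schedule: compound incubation 1 h at room temperature, readout 45 min post-stimulation / Measured by: membrane potential fluorescence / Read-out: % inhibition of NPY effect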
Ba/F3 V617F tox – lowers viability of Ba/F3 cells expressing EpoR and JAK2V617F | ATP luminescence | AID 1446 | 220,000 tested, 1.1% active | inhibition, % at 5.6 µM;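 active = inhibition above the campaign mean plus 3 SD over all tested compounds, cut at about 24% in these data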;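 note: cytokine-independent growth of Ba/F3 cells driven by EpoR plus mutant JAK2; 0% = DMSO-treated cells and 100% = JAK inhibitor I control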
S1P4 antag – human S1P4 receptor antagonism; O95977; S1P4-expressing cells, antagonist mode, reporter read-out; inhibition, % at 4.98 µM; 220,000 tested, 0.26% active; AID 1510; in the data active = inhibition above about 29%;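 note: 0% = wells stimulated with agonist and 100% = vehicle wells without agonist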
Target sequence (O95977 whole entry, looked up): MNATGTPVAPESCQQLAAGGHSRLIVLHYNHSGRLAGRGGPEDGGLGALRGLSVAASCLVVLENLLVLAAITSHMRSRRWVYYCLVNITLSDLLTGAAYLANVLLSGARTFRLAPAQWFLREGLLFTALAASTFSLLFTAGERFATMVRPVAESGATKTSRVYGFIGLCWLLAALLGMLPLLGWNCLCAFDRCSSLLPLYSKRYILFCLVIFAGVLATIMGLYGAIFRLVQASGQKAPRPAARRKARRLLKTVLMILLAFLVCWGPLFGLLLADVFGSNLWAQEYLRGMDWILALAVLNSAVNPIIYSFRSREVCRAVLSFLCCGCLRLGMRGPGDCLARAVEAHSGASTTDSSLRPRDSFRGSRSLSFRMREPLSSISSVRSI
S1P4 agonist – activates the human S1P4 receptor. O95977. 220,000 tested, 0.35% active. S1P4-expressing cell line, agonist reporter assay. activation, % at 4.98 µM; in the data active = activation above about 11%;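 note: 0% = DMSO vehicle and 100% = reference agonist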
RBBP9 inhibitor – inhibitors of human serine hydrolase RBBP9; AID 1515; O75884; recombinant RBBP9, FP-Rh probe fluorescence polarization; inhibition, % at 7.94 µM; 220,000 tested, 0.2% active;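 active = inhibition above the campaign mean of all tested compounds plus 3 SD, cut at about 14% in these data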;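 note: plate controls were DMSO wells with RBBP9 for no effect and wells lacking RBBP9 protein for full effect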
Target sequence (O75884 whole entry, looked up): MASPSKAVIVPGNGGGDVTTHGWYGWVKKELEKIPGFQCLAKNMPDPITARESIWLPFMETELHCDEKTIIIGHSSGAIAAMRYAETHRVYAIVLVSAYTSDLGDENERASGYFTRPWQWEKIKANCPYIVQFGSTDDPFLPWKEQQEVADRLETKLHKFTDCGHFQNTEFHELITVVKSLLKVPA
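system = RBBP9 protein | input = RBBP9 at 2.5 µM in dispensed solution, before mixing | measured by = fluorescence polarization (mP), excitation 525 nm, emission 598 nm | incubation = enzyme-compound preincubation 30 min, then probe labeling 45 min, 25 °C | buffer or medium = Tris-NaCl-Pluronic buffer, pH 8.0 | compound = single dose 7.94 µM | also added = FP-Rh probe, 375 nM dispensing solution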
Runt-CBFb FRET – Runt domain-CBFb interaction inhibition; inhibition, % at 20 µM; 220,000 tested, 0.46% active; Q01196+Q13951; Cerulean-Runt/Venus-CBFb FRET ratio 530/480, 1 h;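 active = inhibition over about 50% at 20 µM in the single-dose screen, limit read from the data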;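 note: 0% = DMSO wells and 100% = excess unlabeled CBFb competitor control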
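Assay system: Cerulean-Runt domain / Medium: Tris 50 mM pH 7.5, KCl, K2SO4, 0.01% BSA / Timing: protein complex preformed 1 h, compound exposure 1 h, room temperature, dark / Measured by: FRET, excitation 422 nm, emission at 530 and 480 nm / Evaluation: loss of energy transfer signal / Control set: 5 µM unlabeled CBFb as full-inhibition high control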
Numbers without * were called inactive; · = no result given.

molecule	NPY2 pot ag	RBBP9 inhibitor	Runt-CBFb FRET	NPY-Y1 PAM-ag	S1P4 antag	S1P4 agonist	BaF3 parental	NPY-Y1 antag	Ba/F3 V617F tox
O=C(O)COc1ccccc1/C=C1\C(=O)NC(=O)N(CCC2=CCCCC2)C1=O	7	-7	2	12	-13	0.8	1	·	-2
CN1CCC(n2nccc2N)CC1	11	0	0	2	-5	0.9	0	4	-3
O=C(CCc1nc(-c2ccccc2F)no1)N1CCC2(CC1)OCCO2	1	1	0	-25	-11	1.6	3	0	-4
Cc1nnc(SCc2nc3ccccc3c(=O)n2-c2ccccc2Cl)n1N	8	-2	-1	7	-13	1.5	6	-4	-3
CC(NC(=O)Cc1cccc2ccccc12)C(=O)N1CCC(=O)CC1 (stereo unspecified)	9	-5	-1	-14	-13	-1.3	1	2	1
OC(CCNCCc1c[nH]c2ccccc12)C(F)(F)Cl (stereo unspecified)	-2	2	1	15	-11	0.4	11	1	2
CC[N+](CC)(CC)CCCOC(=O)C(O)(c1ccccc1)C1CCCCC1 (stereo unspecified)	6	-12	2	2	11	-1.8	-1	1	-5
Cc1ccc(N/N=C/c2c(O)n(-c3ccccc3)c(=O)[nH]c2=O)cc1	6	0	2	15	-14	-0.1	9	-6	-2
CCOc1ccc(-n2c(O)c(C=NCCN(CC)CC)c(=O)[nH]c2=O)cc1	4	-8	3	14	3	-0.3	7	7	3
CCOC(=O)[C@@]1(C#N)C(c2ccc(Cl)c(Cl)c2)[C@H](C(N)=O)N2C=C(C(C)=O)C=C[C@H]21 (stereo partly specified)	14	0	2	28	1	-0.4	-2	-3	-3
O=C(c1cn(Cc2ccccc2)c2ccccc12)N1CCCCC1	-5	-5	-2	15	-14	0.5	8	1	2
CC1(C)OC(c2ccccc2)=C/C(=C/C=C2C(=O)NC(=O)NC2=O)O1	2	-89	-104	24	0	-0.3	5	1	-1
Cc1cccc(-n2c(C)nc3ccccc3c2=O)n1	-5	-11	-3	19	-13	-0.6	-2	-1	-4
COc1ccc(C)cc1NC1=NCCCS1	-9	-6	1	-6	-10	1.2	6	3	2
Cc1cc(C=C2C(=O)NC(=O)NC2=O)c(C)n1-c1cccnc1	1	5	1	32	-6	-0.4	-8	·	-1
Cn1c(O)c(C=NCc2ccco2)c(=O)n(C)c1=O	-2	-8	0	-6	12	-3.4	2	2	-2
Cc1ccsc1C(=O)C1CCCN(CCO)C1 (stereo unspecified)	4	3	1	3	-8	-0.4	0	3	-5
CNC(C(=O)c1ccccc1)C(OC(C)C)c1ccc(Cl)cc1 (stereo unspecified)	2	-3	-2	17	10	-0.2	3	4	3
CCn1cc(C(=O)c2cccs2)c2ccccc21	-12	-3	2	0	-4	3.9	0	4	-5
CC(ON1CC1(C(F)(F)F)C(F)(F)F)(C(N)=O)C(N)=O (stereo unspecified)	2	-10	-2	6	-18	0.9	2	-3	0
COc1ccc(C2(C#N)CCN(C)CC2)cc1	11	0	-1	-13	-7	0.7	-1	7	-4
Cn1c(=O)cc(OCC(=O)N2CCN(C3CCCCC3)CC2)c2ccccc21	-1	-2	1	-6	-4	-1.1	5	-1	7
Cc1cccc(OP(=O)(Nc2cccnc2)Oc2cccc(C)c2)c1	1	3	-2	-12	-4	5.5	4	-4	1
COc1cccc(C(=O)C2CCCN(Cc3ccc4nsnc4c3)C2)c1 (stereo unspecified)	-22	-6	-1	-7	-2	1.9	-1	1	-5
C=CCN1C(=O)/C(=C/c2ccc3c(c2)CCCN3CCC)C(=O)NC1=S	8	-7	6	1	-16	-0.1	6	4	-2
Cc1[nH]c2ccccc2c1C(=O)C(=O)N1CCC2(CC1)OCCO2	-1	1	4	2	2	0.2	1	0	2
Cc1ccc2cccc(OC(=O)N3CCCC3)c2n1	-1	-1	-1	-9	-11	0.1	-4	-2	0
CCn1c(O)c(C(=O)CC2NCCc3ccccc32)c(=O)n(CC)c1=S (stereo unspecified)	2	-8	·	-18	5	0.5	0	3	-5
O=C(Nc1cccc(Cl)c1)OC1CN2CCC1CC2 (stereo unspecified)	9	-44	0	20	11	-0.5	-6	·	7
COc1ccc2oc3c(c2c1)NC(=O)CN=C3c1ccccc1	14	-6	1	6	0	4.1	1	-2	-5
CCOc1cccc(=NC2CCCCC2)c2c(C)[nH]c(C)c12	-11	-1	-25	11	0	-0.3	51*	·	34*
O=C(Cn1c(=O)c(C(F)(F)F)nc2ccccc21)N1CCC2(CC1)OCCO2	5	-3	-62	17	3	-1.4	2	-5	0
O=C1NC(=O)C(=Cc2coc3ccccc3c2=O)C(=O)N1	4	-6	-1	-6	3	0.1	4	0	3
CN1C(=O)c2ccccc2NC(=O)[C@]12O[C@@H]2c1ccccc1	14	4	0	7	-14	2.8	-7	-3	-1
O=[N+]([O-])c1ccc(-c2ccccc2)c([As](=O)(O)O)c1	-1	-6	-1	9	21	0.8	-1	·	4
O=C(O)CN1C(=O)CN=C(c2ccccn2)c2cc(Cl)ccc21	5	-2	2	12	-4	1.8	1	·	-5
Cc1nn(Cc2ccccc2Cl)c(Cl)c1C(=O)OCC(=O)NC(=O)NC1CCCCC1	-5	-4	-4	-10	-6	0.2	7	2	1
Clc1ccc(-c2nc3ccc(Cl)cn3c2CN2CCOCC2)cc1	-6	-11	-1	-16	-12	-0.7	-1	15	-3
O=C1NC(=O)C(CCc2ccccn2)(Cc2cccc(Cl)c2Cl)C(=O)N1c1ccc(Br)cc1 (stereo unspecified)	1	-3	-2	12	3	0.9	1	-7	-1
CCCCn1c(O)c(C(C)=NC(Cc2c[nH]c3ccccc23)C(=O)OC)c(=O)[nH]c1=O (stereo unspecified)	4	-9	0	8	-10	1.4	-2	0	-1
CCOCCCNC(=O)C1c2cc(OC)c(OC)cc2C(=O)N2CCCCC12 (stereo unspecified)	10	1	-1	-22	1	9.8	1	2	-2
COc1ccc(OC)c(CN2CCCC(C(=O)c3sccc3C)C2)c1 (stereo unspecified)	-31	7	1	-19	3	-0.2	-1	·	-1
Cc1cc(C=O)c(C)n1C1CC1	3	-7	-1	3	-10	1.3	4	4	0
CC(=NCCCN1CCOCC1)c1c(O)n(-c2ccccc2C)c(=O)[nH]c1=O	20	-8	1	12	-3	-0.3	4	0	-1
CC1(C)CN=C(NCc2ccccc2Cl)S1	-10	-8	-1	-14	3	-1.2	1	5	0
CN(C)C(=O)Oc1cccc(OCc2n(C)c3ccccc3[n+]2C)c1	-7	-4	-1	-7	-16	0.6	7	8	-2
Cc1ccc(O)c(C(=O)c2cc(C(=O)NCc3ccccc3)c(=O)n(Cc3ccccc3)c2)c1	-7	-11	3	-14	0	-0.3	3	15	-4
CCCCN1C(=O)NC(=O)C2(Cc3cc(C)ccc3N(C)C2)C1=O (stereo unspecified)	-16	-1	2	-11	-11	-1.1	-1	1	1

Full records, quoted from the list. Screens in order: NPY2 pot ag, RBBP9 inhibitor, Runt-CBFb FRET, NPY-Y1 PAM-ag, S1P4 antag, S1P4 agonist, BaF3 parental, NPY-Y1 antag, Ba/F3 V617F tox
Shown for Cc1ccc(O)c(C(=O)c2cc(C(=O)NCc3ccccc3)c(=O)n(Cc3ccccc3)c2)c1 : -7, -11, 3, -14, 0, -0.3, 3, 15, -4
Shown for CCOCCCNC(=O)C1c2cc(OC)c(OC)cc2C(=O)N2CCCCC12 (stereo unspecified) : 10, 1, -1, -22, 1, 9.8, 1, 2, -2

Following part:
molecule	NPY2 pot ag	RBBP9 inhibitor	Runt-CBFb FRET	NPY-Y1 PAM-ag	S1P4 antag	S1P4 agonist	BaF3 parental	NPY-Y1 antag	Ba/F3 V617F tox
CCCCn1c(=O)c(C(=O)NCc2ccncc2)c(O)c2ccccc21	1	0	1	4	-8	-1.4	3	5	-1
COCCOC(=O)C1=C(N)Oc2c(c(=O)oc3ccccc23)C1c1ccncc1 (stereo unspecified)	-4	-3	0	-4	-1	-0.3	1	2	1
NS(=O)(=O)c1cccc(N2CCNCC2)c1	-6	2	-2	0	-15	-0.9	1	-4	-5
O=C(CSC1c2ccccc2-c2ccccc21)N/N=C/c1ccccc1O	2	-4	4	-34	-7	3.0	13	-1	3
CC(=O)O[C@@H]1[C@H]2CC[C@@H]3[C@]1(C[C@@H](OC(C)=O)[C@@]1(O)C([C@@H]4O[C@@H]4C1(C)C)[C@]3(C)O)C[C@@]2(C)O (stereo partly specified)	2	-7	-1	-12	8	0.9	7	2	-1
Cc1ccc(Cn2cc(C=O)c(-c3ccc(C)cc3)n2)cc1	5	-2	-4	9	8	-0.9	0	2	-5
COc1ccc(CN2C(=O)NC(=O)/C(=C/c3ccc([N+](=O)[O-])s3)C2=O)cc1	-1	-3	14	4	0	-1.1	3	·	0
N#CCCn1cc(C(=O)Nc2ccc([N+](=O)[O-])cc2)c(-c2ccc3c(c2)OCCO3)n1	4	-7	-2	2	-11	1.0	6	0	-2
CC(=NCCN1CCCCC1)c1c(O)n(-c2ccccc2)c(=O)[nH]c1=O	-3	2	3	-6	6	-0.9	-8	·	1
O=c1[nH]c(=O)n(Cc2ccco2)c(O)c1C=NCCN1CCNCC1	21	-5	1	21	7	-0.6	-2	·	-4
CCCSP1(=S)NCCCO1 (stereo unspecified)	-9	-4	-1	-26	4	1.8	4	-5	-1
CCOC(=O)CSCCOc1ccc(C=C2C(=O)NC(=O)NC2=O)cc1OC	-11	-2	0	6	-8	-1.0	2	-1	-3
CCCC(C)C1C(C#N)=C(N)Oc2c1c(=O)oc1ccccc21 (stereo unspecified)	8	-5	-2	10	-15	1.0	0	-4	-1
CCCc1nnc(NC(=O)CCC(=O)N2CCC3(CC2)OCCO3)s1	-14	-4	1	-2	2	-2.1	-1	·	-3
CCN1CCN(c2ccc([N+](=O)[O-])cc2C#N)CC1	5	-8	0	5	-24	1.7	8	-1	-3
CC(=O)Nc1ccc(OCCF)cc1	-2	3	1	10	-11	-0.1	5	7	3
CC(C)Cc1nnc(NC(=O)CCC(=O)N2CCN(CCOC(c3ccccc3)c3ccccc3)CC2)s1	19	-7	-5	18	-1	-0.8	7	3	-1
C/C(=N\Nc1ccccc1)c1c(O)n(-c2ccccc2)c(=O)[nH]c1=O	0	-1	2	5	-2	0.6	2	·	1
O=C(CN1CCOCC1)c1cccc2ccccc12	-3	-2	4	-13	-2	-2.0	7	-4	5
CCC(=NCc1ccco1)c1c(O)n(-c2ccccc2)c(=O)[nH]c1=O	13	5	1	-4	-9	0.5	5	-4	1
CC(C)n1nnnc1CN1CCN(C)CC1	14	5	2	-9	6	2.6	-1	4	-3

A portion of the library; rates above refer to the full screens.
